High-throughput results deposited in PubChem BioAssay by several laboratories.
TROY signal inh: inhibitors of TROY-driven NF-kB signaling, primary screen, Q293 LMP1-TROYcd cells, NF-kB luciferase, uHTS; inhibition, % at 10 µM; Q293 LMP1-TROYcd NF-kB luciferase reporter, 4 h; AID 1347056, 2019; 360,000 tested, 0.98% active;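 active = compounds whose plate-normalised and pattern-corrected inhibition of the luciferase reporter signal at the single screening dose is 50% or more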
NCOA3 inh: SRC3 coactivator transcriptional activity inhibitors, primary screen, cell-based, luminescence; inhibition, % at 3.6 µM; 360,000 tested, 0.17% active; Nuclear receptor coactivator 3 (Homo sapiens), Q9Y6Q9; HEK293 GAL4-SRC3 luciferase reporter; AID 588352, 2011;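 active = inhibition above a per-campaign cutoff, the mean of all compounds plus 3 SD, cut at about 60% in these data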;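 also: 0% = DMSO-treated cells and 100% = gossypol-treated cells at 36 µM; higher means less SRC3-driven luciferase light from the GAL4 reporter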
NOD2 RIPK2 PPI: NOD2-RIPK2 binding disruptors in cells, primary screen, fluorescence, CHO cells, BLA complementation. AID 624267, 2012. inhibition, % at 4.98 µM. CCF4 ratio. 360,000 tested, 0.38% active; in the data active = inhibition above about 21%;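 also: 0% = vehicle only and 100% = reference blocker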
ABHD5-PLIN5 inh: ABHD5-PLIN5 interaction inhibitors, primary screen, cell lysate, split luciferase complementation, luminescence | Perilipin-5 (Homo sapiens) + 1-acylglycerol-3-phosphate O-acyltransferase ABHD5 (Homo … | Split G. princeps luciferase complementation, 4 h | inhibition, % at 4 µM | 360,000 tested, 0.78% active | AID 602281, 2012;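 active = inhibition above the mean inhibition across every tested compound plus 3 SD, cut at about 22% in these data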;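 also: 0% = DMSO only wells and the 100% control is not disclosed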
TLR9-MyD88 inh: inhibitors of TLR9-MyD88 association in cells, primary screen, cell-based, CHO, BLA complementation, fluorescence; 340,000 tested, 0.21% active; inhibition, % at 4.98 µM; CCF4 FRET ratio; Toll-like receptor 9 (Homo sapiens) + Myeloid differentiation primary response protein …;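 active = inhibition above the mean over all tested compounds plus 3 SD, cut at about 21% in these data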;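 also: 0% = DMSO only wells and 100% = clavulanate BLA inhibitor control wells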
TWEAK Fn14 block: inhibitors of TWEAK-Fn14 signaling, primary screen, luciferase reporter cells, uHTS. TWEAK-stimulated Fn14 reporter cells, luciferase luminescence, 8 h. inhibition, % at 10 µM. 360,000 tested, 2% active. AID 1159606, 2016; in the data active = inhibition above about 50%
NR2F2 inh: NR2F2 transcriptional activity inhibitors, primary screen, cell-based, luciferase reporter, HEK293T, luminescence; HEK293T NGFI-A luciferase reporter; inhibition, % at 8.6 µM; 370,000 tested, 0.7% active; AID 686940, 2013;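 active = inhibition above a per-plate cutoff, mean inhibition of test wells between control levels plus 3 SD, cut at about 38% in these data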;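 also: cells cotransfected with COUP-TFII expression vector driving the NGFI-A reporter; 0% = median of COUP-TF2 test wells and 100% = reporter-only cells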
Target sequence (P24468 whole entry, looked up): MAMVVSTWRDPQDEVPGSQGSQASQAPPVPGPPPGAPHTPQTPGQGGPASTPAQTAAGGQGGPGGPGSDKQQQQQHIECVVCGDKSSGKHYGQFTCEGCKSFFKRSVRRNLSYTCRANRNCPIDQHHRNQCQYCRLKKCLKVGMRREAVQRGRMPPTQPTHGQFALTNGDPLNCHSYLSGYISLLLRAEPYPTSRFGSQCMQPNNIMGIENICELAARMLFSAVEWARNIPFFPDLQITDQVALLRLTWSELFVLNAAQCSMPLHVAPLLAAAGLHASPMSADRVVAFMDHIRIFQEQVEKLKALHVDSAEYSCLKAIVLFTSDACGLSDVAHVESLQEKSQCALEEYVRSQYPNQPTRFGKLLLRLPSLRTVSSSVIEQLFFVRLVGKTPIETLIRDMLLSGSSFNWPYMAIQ
Exocytosis inh: LAMP-1 surface exposure blockers, TALL-104 cells – cell-based, flow cytometry, MLPCN library, primary screen | 360,000 tested, 0.66% active | TALL-104 LAMP-1 surface exposure; cells stimulated with thapsigargin and PMA | inhibition, % at 10 µM;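 active = inhibition above about 55%, limit read from the data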
NCOA2 inhibitor: inhibition of GAL4-SRC2 driven luciferase reporter, primary screen, SRC2 inhibitor project, cell-based, luminescence; Nuclear receptor coactivator 2 (Homo sapiens), Q15596; HEK293 GAL4-SRC2 luciferase reporter; inhibition, % at 9 µM; 370,000 tested, 0.17% active; AID 651957, 2012;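 active = inhibition above the mean inhibition of all tested compounds plus 3 SD, set per campaign, cut at about 52% in these data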;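 also: 0% = DMSO treated cells and 100% = cells given Gossypol at 36 µM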
NCOA1 inh: SRC1 coactivator transcriptional activity inhibitors, primary screen, cell-based, luminescence. Nuclear receptor coactivator 1 (Homo sapiens), Q15788. HEK293 GAL4-SRC1 luciferase reporter. 360,000 tested, 0.12% active. inhibition, % at 3.6 µM. AID 588354, 2011;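 active = inhibition above the campaign mean plus 3 SD, with each screening campaign given its own cutoff, cut at about 60% in these data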;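 also: 0% = DMSO treated cells and 100% = gossypol at 36 µM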
LRH-1 inv ag: LRH-1 (NR5A2) inverse agonists, primary screen, cell-based, luminescence, HEK293T, StAR-luciferase reporter. LRH-1 transfected, 24 h. AID 602396, 2012. 360,000 tested, 0.13% active. inhibition, % at 3.6 µM. Nuclear receptor subfamily 5 group A member 2 (Homo sapiens), O00482;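 active = inhibition above the mean inhibition of all tested compounds plus 3 SD, cut at about 73% in these data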;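 also: 0% = DMSO wells and 100% = reporter-only cells lacking LRH-1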
Target sequence (O00482 whole entry, looked up): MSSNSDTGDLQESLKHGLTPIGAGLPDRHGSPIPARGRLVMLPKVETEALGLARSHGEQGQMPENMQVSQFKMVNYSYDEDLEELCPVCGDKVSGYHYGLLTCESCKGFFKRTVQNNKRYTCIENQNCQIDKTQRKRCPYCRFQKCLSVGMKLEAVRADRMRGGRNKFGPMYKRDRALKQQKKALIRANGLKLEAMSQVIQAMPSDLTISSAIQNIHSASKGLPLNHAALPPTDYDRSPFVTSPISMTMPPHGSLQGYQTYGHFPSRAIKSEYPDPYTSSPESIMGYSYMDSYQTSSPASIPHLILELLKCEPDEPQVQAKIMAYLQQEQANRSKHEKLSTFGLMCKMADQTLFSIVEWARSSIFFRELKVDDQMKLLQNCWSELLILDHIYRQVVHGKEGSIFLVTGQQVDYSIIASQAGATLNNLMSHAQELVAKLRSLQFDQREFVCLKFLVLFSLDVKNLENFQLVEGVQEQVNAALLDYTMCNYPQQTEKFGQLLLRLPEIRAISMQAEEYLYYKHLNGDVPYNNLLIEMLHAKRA
Numbers without * were called inactive; · = no result given. The list is partial; count on the stated rates, not on these rows.

SMILES	TROY signal inh	NCOA3 inh	NOD2 RIPK2 PPI	ABHD5-PLIN5 inh	TLR9-MyD88 inh	TWEAK Fn14 block	NR2F2 inh	Exocytosis inh	NCOA2 inhibitor	NCOA1 inh	LRH-1 inv ag
C[C@H](CO)N1C[C@H](C)[C@@H](CN(C)S(C)(=O)=O)Oc2ccc(NC(=O)Nc3ccccc3)cc2C1=O	7	-48	-4	6	-1	6	-17	3	-9	1	-10
CSc1nnc2c(n1)OC(c1ccsc1)N(C(C)=O)c1ccccc1-2 (stereo not given)	2	2	-14	6	-13	3	2	-2	-3	-42	-14
Cc1ccc2nc(NC(=O)c3ccc(S(=O)(=O)N4CCCc5ccccc54)cc3)sc2c1	18	8	-5	2	-4	-22	11	-14	-39	4	-4
CC1CCCCN1C(=O)Cn1cc(C(=O)c2ccco2)c2ccccc21 (stereo not given)	4	6	-12	-2	-1	-5	5	2	4	5	0
O=C(COC(=O)C1CC(O)CN1C(=O)Oc1ccccc1)c1ccc(Br)cc1 (stereo not given)	7	-3	6	2	-5	6	1	2	4	9	14
CCN(C(=O)c1ccc(Cl)c([N+](=O)[O-])c1)c1ccccc1	15	15	3	3	3	-7	-20	-3	5	-15	2
CNc1ncnc2c1ncn2[C@H]1CN(Cc2ccco2)C[C@@H](CO)O1	-8	-8	-7	-1	·	-20	-25	-1	3	-7	11
CC1=C(C(=O)NC2CCCc3c2cnn3-c2cc(F)cc(F)c2)OCCO1 (stereo not given)	27	0	-14	-8	-5	-21	-8	-1	-12	-2	-12
CCCN1C2CCCC1CC(NC(=S)Nc1cc(C)cc(C)c1)C2 (stereo not given)	17	17	7	0	-8	-2	15	16	7	5	8
Cn1c(Cc2ccccc2)nnc1SCC(=O)NC1CC1	11	5	-12	3	1	-12	5	-10	13	4	-4
N#Cc1c2c(c(-c3ccccc3)[nH]c1=O)CCCC2	1	-4	4	-5	-1	1	11	5	3	-1	-20
Cc1ccccc1NC(=O)c1cccc2nc3ccccc3nc12	15	-11	3	2	0	5	0	35	-20	5	-4
O=C(Nn1cnnc1)c1cc(-c2cccc(Br)c2)nc2ccccc12	-5	11	0	1	-6	-18	-2	-4	1	-26	-18
CCOc1ccc(NC(=O)COC(=O)C2C3CC4OC(=O)C2C4C3)cc1 (stereo not given)	-8	0	-9	-3	-7	-23	22	-10	-6	-8	-25
COCCCNC(=O)C1CCCN(C(=O)Nc2ccc(OC)cc2)C1 (stereo not given)	-12	-1	6	-1	0	-4	-3	1	3	6	-11
COc1cccc(CN2CCNC(=O)C2CC(=O)N(C)C2CCOCC2)c1OC (stereo not given)	-3	19	-9	-7	-6	-11	-11	-14	15	2	16
COc1ccccc1CNC(=O)CN1NS(=O)(=O)c2ccccc2C1=O	-12	-2	-3	-7	-5	7	11	0	16	5	-20
Cc1ccc(NC(=O)c2ccc(NCc3ccco3)c([N+](=O)[O-])c2)cc1Cl	-21	-33	-2	0	9	-41	-6	-3	-4	6	3
O=C(Cn1nc2ccccc2n1)N/N=C/c1cc([N+](=O)[O-])ccc1O	3	30	3	6	13	26	15	-2	6	4	-10
COc1ccc(C(C(=O)Nc2ccc3c(c2)OCO3)N(C)C(=O)Cc2c[nH]c3ccccc23)cc1 (stereo not given)	-20	11	12	-6	10	16	3	7	-11	-22	1
Cc1c(C(=O)NN2CCOCC2)oc2c1ccc1ccccc12	-11	6	-4	1	-3	-5	-15	-1	-25	-1	18
COc1cc(/C=N/NC(=O)c2ccccn2)cc2c1OCO2	-30	-40	2	-4	-2	-17	-68	-3	-58	-118	-118
CCOc1ccc(NC(=O)CSc2nc3ccccc3nc2N2CC(C)OC(C)C2)cc1 (stereo not given)	-11	7	-10	5	3	-36	12	4	-19	5	22
COc1ccc(Cl)cc1N=Cc1c(O)cc(C)oc1=O	-12	9	-9	0	-4	-8	20	-6	3	-3	-14
NNC(=O)c1cncc(Br)c1	-11	4	-10	1	·	4	-21	-1	-35	9	-6

The results go on:
SMILES	TROY signal inh	NCOA3 inh	NOD2 RIPK2 PPI	ABHD5-PLIN5 inh	TLR9-MyD88 inh	TWEAK Fn14 block	NR2F2 inh	Exocytosis inh	NCOA2 inhibitor	NCOA1 inh	LRH-1 inv ag
O=C(COc1cccc(Br)c1)N/N=C1\CCCc2ccccc21	-9	9	-4	-3	-10	-17	8	-1	15	0	-11
Cc1ccc(CCSCC(=O)O)cn1	0	5	3	-4	-22	5	9	-2	-15	-11	0
O=C(O)c1cccc(OCCN2CCCC2=O)c1	9	-2	6	4	-5	6	-13	-4	10	6	7
O=C(CCc1ccc(S(=O)(=O)N2CCOCC2)cc1)Nc1ccc(F)c(F)c1F	0	1	-9	-2	-11	9	8	0	-7	1	6
CC(C)NC(=O)c1ccc2sc([C@H]3C[C@H](O)[C@@H](CO)O3)nc2c1	6	-37	2	-2	·	3	-17	7	9	-11	7
CCc1nc(Nc2ccc(N3CCN(C(C)=O)CC3)cc2)c2oc3ccccc3c2n1	3	0	2	8	-18	36	-1	6	1	2	15
CC(C)c1ccc(NC(=O)N2CCOCC2)cc1	-36	-52	-2	2	-6	-26	-30	-2	-43	-79	-44
CC1CCC(C(C)C)C(OC(=O)CSc2nccc(=O)[nH]2)C1 (stereo not given)	2	0	-4	-13	0	1	13	-1	1	-8	-5
Cc1ccc(NC(=O)c2ccc(S(=O)(=O)N3CCCCCC3)cc2)nc1	-41	-15	-3	-1	0	-12	7	-2	-32	-14	-43
Fc1cccc(Cl)c1COc1ccc(-c2nnco2)cc1	-8	-4	-10	0	1	-3	16	23	-31	20	28
O=C(Nc1ccc(N2CCN(C(=O)c3ccccc3)CC2)cc1)c1ccc2c(c1)OCCO2	23	14	2	1	1	22	36	1	16	-12	3
CC(=O)c1ccc(Nc2nc(C(N)c3ccccc3)cs2)cc1 (stereo not given)	-1	-20	-7	4	·	4	-7	-1	-41	-18	-28
CN(Cc1ccccc1)c1nc2c(c(=O)n(C)c(=O)n2C)n1CCSc1ncccn1	3	-30	1	-2	0	5	12	8	9	-21	3
Cc1cc(-c2nc(C)c(-c3nnc(SCC(=O)Nc4ccc(Cl)cc4)n3C)s2)no1	8	16	-3	-3	·	-37	10	-5	23	-8	-4
COc1ccc(C2C3(C#N)C(N)=NC(OC)(OC)C23C#N)cc1 (stereo not given)	-1	12	-4	5	9	12	12	-4	4	6	0
OCCn1c(SCCOc2ccccc2)nc2ccccc21	5	16	-2	0	-5	3	2	-2	11	11	0
CCCn1c(N)c(N(CCOC)C(=O)c2ccc(F)cc2F)c(=O)[nH]c1=O	-7	2	4	-2	-6	4	-5	-3	-14	5	-5

Arranged by molar mass (low to high): some entries from above
SMILES	TROY signal inh	NCOA3 inh	NOD2 RIPK2 PPI	ABHD5-PLIN5 inh	TLR9-MyD88 inh	TWEAK Fn14 block	NR2F2 inh	Exocytosis inh	NCOA2 inhibitor	NCOA1 inh	LRH-1 inv ag
Cc1ccc(CCSCC(=O)O)cn1	0	5	3	-4	-22	5	9	-2	-15	-11	0
CC(C)c1ccc(NC(=O)N2CCOCC2)cc1	-36	-52	-2	2	-6	-26	-30	-2	-43	-79	-44
O=C(O)c1cccc(OCCN2CCCC2=O)c1	9	-2	6	4	-5	6	-13	-4	10	6	7
Fc1cccc(Cl)c1COc1ccc(-c2nnco2)cc1	-8	-4	-10	0	1	-3	16	23	-31	20	28
COc1ccc(C2C3(C#N)C(N)=NC(OC)(OC)C23C#N)cc1 (stereo not given)	-1	12	-4	5	9	12	12	-4	4	6	0
CC(=O)c1ccc(Nc2nc(C(N)c3ccccc3)cs2)cc1 (stereo not given)	-1	-20	-7	4	·	4	-7	-1	-41	-18	-28
CC(C)NC(=O)c1ccc2sc([C@H]3C[C@H](O)[C@@H](CO)O3)nc2c1	6	-37	2	-2	·	3	-17	7	9	-11	7
Cc1ccc(NC(=O)c2ccc(S(=O)(=O)N3CCCCCC3)cc2)nc1	-41	-15	-3	-1	0	-12	7	-2	-32	-14	-43
CCCn1c(N)c(N(CCOC)C(=O)c2ccc(F)cc2F)c(=O)[nH]c1=O	-7	2	4	-2	-6	4	-5	-3	-14	5	-5
CCc1nc(Nc2ccc(N3CCN(C(C)=O)CC3)cc2)c2oc3ccccc3c2n1	3	0	2	8	-18	36	-1	6	1	2	15
O=C(CCc1ccc(S(=O)(=O)N2CCOCC2)cc1)Nc1ccc(F)c(F)c1F	0	1	-9	-2	-11	9	8	0	-7	1	6
CN(Cc1ccccc1)c1nc2c(c(=O)n(C)c(=O)n2C)n1CCSc1ncccn1	3	-30	1	-2	0	5	12	8	9	-21	3
O=C(Nc1ccc(N2CCN(C(=O)c3ccccc3)CC2)cc1)c1ccc2c(c1)OCCO2	23	14	2	1	1	22	36	1	16	-12	3
Cc1cc(-c2nc(C)c(-c3nnc(SCC(=O)Nc4ccc(Cl)cc4)n3C)s2)no1	8	16	-3	-3	·	-37	10	-5	23	-8	-4
